From PubChem BioAssay
Pin1 inh = blocks the human prolyl isomerase Pin1; Q13526; Pin1 FP peptide displacement, HiFluor488, 10 min; Potency, µM (titrated, usually from 115 µM), for the others: at the highest dose activity, negative = inhibition, hits mostly inhibitors; 390,000 compounds, 0.009% hits; active = well fitted inhibition curve with a large enough effect in the polarisation, with a control signal flat, not every such curve was filed as active; inconclusive = small, poorly fitted or top-dose-only effect, or effect the other way, or a change in a side signal; inactive = no such curve, though single readings can be large or run the other way; the % refers to the polarisation; note: % is set by controls: 0 for no effect and ±100 for the full control effect
Target sequence (Q13526 whole entry, looked up): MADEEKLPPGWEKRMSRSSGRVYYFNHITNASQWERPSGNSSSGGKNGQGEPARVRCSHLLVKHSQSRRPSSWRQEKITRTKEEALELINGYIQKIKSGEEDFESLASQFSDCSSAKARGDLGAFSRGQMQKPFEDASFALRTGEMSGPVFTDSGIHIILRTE
HP1b binding inh = inhibitors of HP1-beta chromodomain binding to methylated histone tails. AlphaScreen HP1-beta / biotin-H3K9me3 peptide binding. Potency, µM (top dose mostly 114 µM), for inactives: top-dose activity change, negative = inhibition, usual class: inhibitors. 390,000 compounds, 0.56% hits; note: nearly all actives have a fitted effect of over 70% in size; inactives centre near 23
Target sequence (P83916 whole entry, looked up): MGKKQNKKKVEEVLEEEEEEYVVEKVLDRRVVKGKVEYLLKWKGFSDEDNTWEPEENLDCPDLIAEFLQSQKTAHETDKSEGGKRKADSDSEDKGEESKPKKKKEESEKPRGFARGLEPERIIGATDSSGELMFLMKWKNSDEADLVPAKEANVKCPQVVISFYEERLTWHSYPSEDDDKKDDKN
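HP1-beta protein (50 nM final) preincubated 30 min at room temperature with biotinylated H3(1-18)K9me3 peptide (50 nM) in PBS pH 7.4, 0.01% Tween-20, then compound added for 30 min. AlphaScreen streptavidin donor/nickel chelate acceptor beads (10 ug/mL final), 30 min dark, luminescence read.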
GLS inh = inhibitors of human glutaminase (GLS); GLS enzymatic activity, qHTS titration; AID 624170; 410,000 compounds, 0.21% hits; Potency, µM (top dose mostly 45.5 µM), for inactives: top-dose activity change, negative = inhibition, hits mostly inhibitors; O94925; note: % is set by controls: 0 for no effect and ±100 for the full control effect
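hKGA in 45 mM KH2PO4 (pH 8.2), 0.02% Tween-20 with compound, then 1mM L-Glutamine (stock as added) plus glutamate oxidase/HRP/Amplex red coupling mix. Fluorescence read initially and after 30 min at RT; signal change reflects glutamate formation.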
ERG Ets-DNA blk = ERG Ets/DNA interaction inhibition | P11308 | fluorescence polarization, His-ERG Ets domain / labelled DNA | Potency, µM (highest dose often 76.9 µM), for the others: top-dose FP activity, negative = inhibition, hits mostly inhibitors | 370,000 compounds, 0.028% hits; active = well fitted inhibition curve with a large enough effect in the polarisation, with a control signal flat; inconclusive = small, poorly fitted or top-dose-only effect, or effect the other way, or a change in a side signal; inactive = no such curve, though single readings can be large or run the other way; the % refers to the polarisation;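 note: polarization taken with two DNA probes labelled with fluorescein and Texas red; % of control where 0% means no effect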
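His-tagged ERG Ets domain (1 uM in the protein solution; 300mM KCl, 50mM Tris-HCl, 1mM EDTA, 1mM DTT, pH 7.5) received compound, then a probe mix of 5 nM fluorescein-DNA and 100nM Texas-615-DNA. Fluorescence polarization was read for both dyes.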
TrxR1 inh = inhibitors of rat thioredoxin reductase 1; O89049; recombinant rTrxR1, NADPH fluorescence consumption, selenite substrate; Potency, µM (titrated, usually from 114 µM), without a hit: at the highest dose activity change, negative = inhibition, actives largely listed as inhibitors; 390,000 compounds, 1% hits; AID 588453; note: % is set by controls: 0 for no effect and ±100 for the full control effect; nearly all actives have a fitted effect of over 65% in size
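Rat TrxR1 (90 nM in the dispensed reagent) was pre-reduced with 400 uM NADPH for 5 min at room temperature, then incubated with compound for 15 min. After 400 uM selenite was added, NADPH fluorescence (Ex 340/Em 450 nm) was followed for 8 min.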
RGS4 inhibitor = human RGS4 inhibition; Transcreener GDP fluorescence polarization, RGS4-accelerated GTP hydrolysis; Potency, µM (titrated, usually from 114 µM), for inactives: at the highest dose activity change, negative = inhibition, most hits filed as inhibitors; P49798; 390,000 compounds, 0.039% hits; note: % is set by controls: 0 for no effect and ±100 for the full control effect; nearly all actives have a fitted effect of over 75% in size; some results filed as inactive show a strong effect at the top dose
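MLSMR compounds (23 nl, pin-transferred) preincubated 10 min at room temperature with a 500nM (2x) first reagent, then RGS4 at 900nM (2x) plus Transcreener GDP mix added; fluorescence polarization (620/688 nm) read before and after 90 min at 30 °C.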
JMJD2A Tudor = JMJD2A Tudor domain (human) inhibition. O75164. AlphaScreen JMJD2A-Tudor / H3K4me3 peptide binding. Potency, µM (highest dose often 114 µM), without a hit: at the top dose activity change, negative = inhibition, usual class: inhibitors. 390,000 compounds, 4.4% hits. AID 504339; note: % is set by controls: 0 for no effect and ±100 for the full control effect; nearly all actives have a fitted effect of over 50% in size
ALOX12 inh = inhibitors of human 12S-lipoxygenase ALOX12; P18054; purified 12hLO, xylenol orange hydroperoxide absorbance; Potency, µM (top dose mostly 108 µM), without a hit: at the highest dose activity change, negative = inhibition, most hits filed as inhibitors; 580,000 compounds, 1.1% hits; AID 1671190; note: % is set by controls: 0 for no effect and ±100 for the full control effect
Target sequence (P18054 whole entry, looked up): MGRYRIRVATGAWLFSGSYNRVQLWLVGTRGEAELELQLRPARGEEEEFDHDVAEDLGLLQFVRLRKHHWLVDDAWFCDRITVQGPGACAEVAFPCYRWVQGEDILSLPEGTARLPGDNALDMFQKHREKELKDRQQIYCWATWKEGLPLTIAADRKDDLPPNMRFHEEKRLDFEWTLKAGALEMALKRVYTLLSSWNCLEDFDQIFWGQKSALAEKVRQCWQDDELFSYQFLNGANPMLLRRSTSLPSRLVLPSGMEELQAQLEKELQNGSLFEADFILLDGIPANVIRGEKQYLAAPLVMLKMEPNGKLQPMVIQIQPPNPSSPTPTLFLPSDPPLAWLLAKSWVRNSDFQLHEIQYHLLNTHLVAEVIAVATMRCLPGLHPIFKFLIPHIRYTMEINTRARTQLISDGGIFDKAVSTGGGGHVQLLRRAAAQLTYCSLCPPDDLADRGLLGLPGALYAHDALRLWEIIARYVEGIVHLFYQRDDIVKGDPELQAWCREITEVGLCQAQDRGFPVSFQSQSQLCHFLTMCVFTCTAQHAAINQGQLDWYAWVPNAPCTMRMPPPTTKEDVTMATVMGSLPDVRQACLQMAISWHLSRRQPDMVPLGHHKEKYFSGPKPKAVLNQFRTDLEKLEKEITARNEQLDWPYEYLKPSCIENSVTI
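Purified human 12hLO (150 nM final) in 25 mM Hepes, 0.01% Triton X-100, pH 7.0 was preincubated 15 min at room temperature with compound. Then 40 uM arachidonic acid was added, 30 min. Hydroperoxide was read by Fe-XO absorbance ratio 573/405 nm.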
PGK inhibitor = blocks T. brucei phosphoglycerate kinase; P07378; PGK/GAPDH coupled, Kinase-Glo luminescence, 60 min; Potency, µM (top dose mostly 57.5 µM), inactives show at the highest dose activity change, negative = inhibition, usual class: inhibitors; 380,000 compounds, 0.043% hits; AID 602233; note: % is set by controls: 0 for no effect and ±100 for the full control effect; nearly all actives have a fitted effect of over 60% in size
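Recombinant glycosomal PGK reaction used 1,3-bisphosphoglycerate generated in-well by GAPDH (100nM final) in 100mM TEA pH 7.6, 5mM MgCl2, 0.01% Tween-20. After 60 minutes at room temperature, ATP was read by Kinase-Glo Plus luminescence end-point.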
* = called active by the depositor; i = inactive; u = inconclusive; x = no result given; & = joins results of further samples; [ ] = dose if it differs, or a comment. Unless noted, calls come from the whole dose curve; as a rule, active = well fitted curve in the direction sought with a large enough effect; inconclusive = small, poorly fitted or top-dose-only effect, or another doubt; inactive = no such curve, though single readings can be large; an effect the other way counts as inactive or inconclusive. Potency is the fitted concentration of half-maximal effect. Some of the compounds tested. The share of hits here may be higher or lower than overall.

SMILES	Pin1 inh	HP1b binding inh	GLS inh	ERG Ets-DNA blk	TrxR1 inh	RGS4 inhibitor	JMJD2A Tudor	ALOX12 inh	PGK inhibitor
Cc1oc2c(c1C(=O)N1CCOCC1)C(=O)c1ccccc1C2=O	0%	43%[activator]	-5%	-13%	0%	0%	-6%	-23%	-4%
CCC(=O)c1ccc(N2CCN(C(=O)c3ccccc3)CC2)c(F)c1	9%	32%	2%	4%	1%	4%	-2%	-4%	4%
CCOc1ccnc(OCC)c1Br	-4%	37%	2%	x	10%	0%	-5%	5%	1%
Cn1ncc2c(NNC(=O)c3ccc(Cl)cc3Cl)ncnc21	1%	25%	34%	x	9%	-10%	-10%	19%	-3%
N#Cc1c(N)nc2c(c1-c1ccc(F)cc1)CCC2	4%	12%	-11%	-2%	48%	14%	4%	0%	1%
COc1ccccc1OCC(=O)NN=C(Cc1ccccc1)Cc1ccccc1	3%	u	15%	-1%	-9%	20%	-13%	18%	2%
COCCOC(=O)c1[nH]c2c(c1C)C(=O)CC(c1ccco1)C2 (stereo not given)	u	50µM*	-14%	-5%	-8%[57.1 µM]	-31%	45µM*	u	-27%
Cc1ccc(C)c(NC(=O)Cn2nc([N+](=O)[O-])c(Br)c2C)c1	9%	40%[activator]	-4%	1%	-15%	-1%	-14%	-26%	-7%
Cn1c(=O)c(=O)n(C)c2cc(N3CCCC3)c(NS(=O)(=O)c3ccc(F)cc3)cc21	-19%	50%[activator]	-14%	0%	u	3%[11.4 µM]	-24%	-27%	-1%
O=S1(=O)CCOC[C@H](c2ccccc2)N1Cc1ccccc1F	0%	25%	2%	5%	8%&0%	5%	-4%	-5%	6%
CCc1ccc(NC(=O)CCNS(=O)(=O)c2cccs2)cc1	5%	50%[activator]	-6%	-1%	22%[57.1 µM]	1%	4%	-27%	-4%
CC(=O)c1cc(NC(=O)c2ccc(C)cc2)c(=O)oc1/C=C/N(C)C	u	19%	34%[activator]	8%	u	-53%	-20%	u	i
CCOC(=O)C1CCCN(C(=O)c2ccc3c(c2)sc2nc(-c4cccc(OC)c4)cn23)C1 (stereo not given)	1%	20%	-13%	0%	-12%	15%	-7%	u	1%
c1ccc(/N=C2\N=C(Nc3ccccn3)c3ccccc32)nc1	-1%	23%	1%	-8%	13%	-1%	-27%	28%	-9%
CSCC[C@H](NC(=O)NCc1cccs1)C(=O)O	-3%	32%	7%	-9%	1%	39%	-5%	6%	7%
COc1ccc2[nH]c(=O)c(CN(C(C)=O)c3cccc(C)c3)cc2c1	-7%	45%[activator]	-25%	-20%	11%	2%	-3%	-2%	-5%
COC(=O)C1=C(C)N(C)C(=O)NC1c1c(O)ccc2ccccc12 (stereo not given)	4%	27%	-13%	-4%	9%[57.1 µM]	0%	-1%	2%	-4%
Cc1cc(C)c(C)c(S(=O)(=O)N2CCN(C(=O)c3cc(S(=O)(=O)N4CCOCC4)ccc3F)CC2)c1C	10%	23%	3%	2%	18%	6%	-13%	18%	6%
Cc1ccc(Sc2ccc(C(=O)NC(C)C)cc2[N+](=O)[O-])cc1	3%	3%	1%	-2%	25%	10%	0%	-7%	i
CCc1sc(C(=O)Nc2ccc(F)cc2C)cc1C	3%	40%[activator]	7%	-8%	5%	13%	-5%	-26%	i
Cn1c2c(c(=O)n(C)c1=O)C(c1ccc(O)cc1)Nc1ccccc1O2 (stereo not given)	-3%	13%	44%[activator]	4%	6%[57.1 µM]	23%	-14%	480%[activator]	-4%
CC(=O)N1CCN(CC(=O)c2ccc(Br)cc2)CC1	-6%	61%	-2%	10%	-19%	-16%	-12%	-26%	-8%
Cn1c(N)c(C(=O)COC(=O)c2ccccc2C(F)(F)F)c(=O)n(C)c1=O	-3%	16%	2%	-2%	3%	-16%	-7%	6%	i
CN(C)S(=O)(=O)c1ccc2c(c1)N(CC(=O)Nc1ccc(F)cc1)C(=O)CS2	3%	18%	-5%	-1%	22%[57.1 µM]	-11%	0%	u	i

Part of the list above in order of number of heavy atoms, falling.
SMILES	Pin1 inh	HP1b binding inh	GLS inh	ERG Ets-DNA blk	TrxR1 inh	RGS4 inhibitor	JMJD2A Tudor	ALOX12 inh	PGK inhibitor
Cc1cc(C)c(C)c(S(=O)(=O)N2CCN(C(=O)c3cc(S(=O)(=O)N4CCOCC4)ccc3F)CC2)c1C	10%	23%	3%	2%	18%	6%	-13%	18%	6%
Cn1c(N)c(C(=O)COC(=O)c2ccccc2C(F)(F)F)c(=O)n(C)c1=O	-3%	16%	2%	-2%	3%	-16%	-7%	6%	i
Cn1c2c(c(=O)n(C)c1=O)C(c1ccc(O)cc1)Nc1ccccc1O2 (stereo not given)	-3%	13%	44%[activator]	4%	6%[57.1 µM]	23%	-14%	480%[activator]	-4%
COc1ccc2[nH]c(=O)c(CN(C(C)=O)c3cccc(C)c3)cc2c1	-7%	45%[activator]	-25%	-20%	11%	2%	-3%	-2%	-5%
c1ccc(/N=C2\N=C(Nc3ccccn3)c3ccccc32)nc1	-1%	23%	1%	-8%	13%	-1%	-27%	28%	-9%
CCc1sc(C(=O)Nc2ccc(F)cc2C)cc1C	3%	40%[activator]	7%	-8%	5%	13%	-5%	-26%	i

Following part:
SMILES	Pin1 inh	HP1b binding inh	GLS inh	ERG Ets-DNA blk	TrxR1 inh	RGS4 inhibitor	JMJD2A Tudor	ALOX12 inh	PGK inhibitor
Cc1cc(C)c(OCC(=O)NCC2CCCO2)c(C)c1 (stereo not given)	2%	15%	0%	-5%	14%[57.1 µM]	-2%	-14%	6%	-1%
CC(C)N(CC(N)=O)c1ncnc2sc(-c3ccccc3)cc12	7%	14%	-4%	6%	16%[57.1 µM]	0%	-18%	u	-2%
CC(C)(C)c1csc(N/N=C/c2ccc(O)cc2)n1	-1%	-3%	16%	0%	-15%	-22%	u	u	-3%
CC(=O)Nc1ccc(NC(=O)C2c3ccccc3Oc3ccccc32)cc1	-2%	36%	18%	-1%	26%[57.1 µM]	1%	-20%	0%	8%
COc1ccc(C2C(C(N)=O)=C(C)Nc3nc(-c4ccccc4Cl)nn32)cc1 (stereo not given)	-2%	41%[activator]	0%	1%	4%	-11%	-4%	-25%	-1%
COc1cc(C2c3cc4c(cc3C(OC3OC5COC(c6cccs6)OC5C(O)C3O)C3COC(=O)C23)OCO4)cc(OC)c1O (stereo not given)	-2%	1%	12%	7%	16%	-13%	-36%	6%	i
COc1ccc(-n2ncc3c(NC(C)(C)CO)ncnc32)cc1	-2%	22%	-4%	1%	8%[57.1 µM]	4%	-19%	-13%	-14%
CCN(CC(=O)NC1CCS(=O)(=O)C1)S(=O)(=O)c1ccc(Cl)cc1C(F)(F)F (stereo not given)	2%	2%	0%	-7%	17%	15%	-12%	-10%	-7%
CC(C)OC(=O)c1ccc(NC(=O)Cn2c(-c3nonc3N)nc3ccccc32)cc1	7%	-19%	-9%	-4%	11%	6%[11.4 µM]	2%[11.4 µM]	-1%	-4%
COc1ccc(C)cc1NC(=O)COCc1cc(-c2cccs2)on1	-2%	25%	-4%	8%	15%	-20%	2%	-4%	0%
CC1CCN(c2ccc(-c3ccc(NC(=O)C(F)(F)F)cc3)nn2)CC1	-6%	44%[activator]	-7%	3%	22%	0%	-8%	x	i
CCN1CCN(C(=O)c2ccc(CN(c3ccccc3)S(=O)(=O)c3ccccc3)cc2)CC1	1%	29%	-19%	5%	-11%	2%	-16%	-2%	i

Brought forward from above: 3 entries, followed by the next part.
SMILES	Pin1 inh	HP1b binding inh	GLS inh	ERG Ets-DNA blk	TrxR1 inh	RGS4 inhibitor	JMJD2A Tudor	ALOX12 inh	PGK inhibitor
COc1ccc(C)cc1NC(=O)COCc1cc(-c2cccs2)on1	-2%	25%	-4%	8%	15%	-20%	2%	-4%	0%
CC1CCN(c2ccc(-c3ccc(NC(=O)C(F)(F)F)cc3)nn2)CC1	-6%	44%[activator]	-7%	3%	22%	0%	-8%	x	i
CCN1CCN(C(=O)c2ccc(CN(c3ccccc3)S(=O)(=O)c3ccccc3)cc2)CC1	1%	29%	-19%	5%	-11%	2%	-16%	-2%	i
Cc1ccc(S(=O)(=O)N2CCN(C(=O)CC(C)(C)C)CC2)cc1	-6%	29%	6%	-1%	16%[57.1 µM]	1%	-5%	u	i
COc1cc(/C=N/NC(=O)c2cccc(NC(=O)c3ccccc3C)c2)ccc1O	-1%	-5%	4%	-1%	0%	-9%	u	u	-11%
COc1cccc(NC(=O)C2CCOC2=O)c1 (stereo not given)	0%	46%[activator]	1%	-2%	31%	-4%	-3%	0%	i
O=C(OCCN=C1NS(=O)(=O)c2ccccc21)C1CC(=O)N(c2ccc3ccccc3c2)C1 (stereo not given)	1%	39%[activator]	0%	3%	11%	-17%	-28%	-22%	6%
